# Screening results from PubChem BioAssay.
# GlmU inhibition = inhibition of mycobacterial GlmU enzyme – biochemical, glucosamine-1-phosphate acetyltransferase (AID 1376); actives 0.25% (n = 220,000); inhibition, %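 (tested at 30 µM in the primary screen)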, or IC50 in µM where a hit was titrated; M. tuberculosis GlmU acetyltransferase enzyme assay; higher % means a stronger effect; in the data active = inhibition above about 13%;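 also: 0% = complete reaction with vehicle and 100% = reaction without substrate; strong numbers were not always called active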
# RmlCD inh 1536 = M. tuberculosis RmlC/RmlD inhibition. P9WH09+P9WH11. RmlC+RmlD coupled enzyme assay, percent inhibition; primary screen in compound mixtures. inhibition, % at 3.6 µM. actives 0.03% (n = 160,000). AID 1533; in the data active = inhibition mostly above about 34%, no sharp cut-off; also: some results filed as inactive read as strong as hits
# Target sequence (P9WH09 whole entry, looked up): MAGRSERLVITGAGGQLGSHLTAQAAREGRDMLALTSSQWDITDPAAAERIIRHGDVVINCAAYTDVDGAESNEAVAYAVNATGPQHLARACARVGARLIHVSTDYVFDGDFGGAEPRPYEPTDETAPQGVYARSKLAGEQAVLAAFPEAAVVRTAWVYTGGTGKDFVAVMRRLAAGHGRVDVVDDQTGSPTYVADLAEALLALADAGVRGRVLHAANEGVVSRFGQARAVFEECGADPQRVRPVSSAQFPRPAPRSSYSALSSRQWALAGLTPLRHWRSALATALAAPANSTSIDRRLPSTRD
# Target sequence (P9WH11 whole entry, looked up): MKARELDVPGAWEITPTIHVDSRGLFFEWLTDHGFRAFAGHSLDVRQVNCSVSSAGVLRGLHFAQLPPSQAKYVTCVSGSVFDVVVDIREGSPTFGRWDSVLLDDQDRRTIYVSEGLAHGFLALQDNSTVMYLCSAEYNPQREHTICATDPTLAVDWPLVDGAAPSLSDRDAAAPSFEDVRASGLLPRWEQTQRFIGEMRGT
# * hit, by the source's call; · = not tested or not shown. Only part of the results is shown; the hit share may differ from the screen's.
SMILES,GlmU inhibition,RmlCD inh 1536
Cc1cc(S(=O)(=O)NCc2cccs2)ccc1-n1cnnn1,-5.7%,·
CCNC(=S)N/N=C/c1cn(Cc2ccc(F)cc2)c2ccccc12,1.0%,5
O=C(CCCCCn1c(=S)[nH]c2ccccc2c1=O)NCc1ccc2c(c1)OCO2,5.0%,-12
COC(=O)c1ccc2c(=O)[nH]c(CSc3nc(-c4ccc(F)cc4)cs3)nc2c1,-5.6%,1
Cc1occc1C(=O)N=Nc1c(O)n(C)c2ccccc12,0.5%,-11
CC1(C)CC(C)(c2ccc(O)cc2O)N(c2cccc(Cl)c2)C(=S)N1 (stereo not drawn),0.6%,·
COC(=O)c1ccc(CS(=O)(=O)c2ccc(C)cc2)cc1,1.5%,-10
CCn1ccnc1[C@@H]1C[C@H]2CN(c3ccccc3OC)C(=O)[C@]23CCCN13,1.2%,-12
CC(=O)c1cccc(N=c2scc(-c3ccc(S(=O)(=O)N4CCOCC4)cc3)n2CCO)c1,-1.7%,·
CCC(=O)Nc1ccc(Cl)c(NC(=S)NC(C)=O)c1,-3.0%,2
Nc1ncnc(SCc2c(F)cccc2Cl)n1,0.0%,7
CCOC(=O)c1ccc(NC(=O)Nc2ccc(OC)c(OC)c2)cc1,-0.7%,·
O=S(=O)(/N=C(/Sc1ccccc1)c1ccccc1)c1ccccc1,0.9%,-6
Cn1c(=O)c2c(nc(N3CCNCC3)n2Cc2ccccc2Cl)n(C)c1=O,-4.7%,12
O=C(Nc1cccc(S(=O)(=O)NC2=NCCC2)c1)C1CCC1,-10%,-7
COCCNC(=O)Cn1cc2c(n1)CCCCC2,-2.3%,7
COc1cc(/C=N/N2C(=O)c3ccccc3C2=O)ccc1O,-2.9%,2
O=S(=O)(/C=C/c1ccccc1)Nc1ccc2c(c1)OCO2,9.0%,·
O=C(NCc1ccccc1)c1ccc(Oc2ccc(C(=O)NCc3ccccc3)cc2)cc1,-1.1%,6
CCOc1ccc(CN(C)CCc2ccccn2)cc1,-6.5%,-6
c1ccc2c(c1)oc1c(NCCCn3ccnc3)ncnc12,0.7%,10
c1ccc(-c2nnc3n2CCCC3)cc1,-0.9%,-8
CCc1ccccc1NC(=S)NCc1ccc2c(c1)OCO2,7.5%,-7
CC(C)(C)NC(=O)CN(C(=O)CS(=O)CC(=O)Nc1ccc(F)cc1)c1cccc(F)c1 (stereo not drawn),-1.6%,-14
CC(C)[C@H]1CC[C@@H](C)C(C(=O)c2ccccc2)C1=O (stereo partly drawn),4.2%,6
O=C(c1cn(-c2ccccc2)nc1-c1ccncc1)n1nnc2ccccc21,2.4%,·
CCN1c2ccccc2-c2nc3ccccc3n2C1c1ccncc1 (stereo not drawn),9.5%,·
CCn1cc(C2=NC(C)CO2)c2ccccc21 (stereo not drawn),-4.4%,·
c1ccc(CSc2nnc3ccc(-c4ccco4)nn23)nc1,-1.4%,-10
CN(C)CC1CCCCC1=O (stereo not drawn),-2.2%,·
O=[N+]1C2=C(CCCC2)N([O-])C12CCCC2,1.7%,1
C/C=C/c1ccc(OCCCCn2cncn2)c(OC)c1,-2.5%,5
Cc1cc(C)c2nc(N3CCC(C(=O)NCCCN4CCCCC4)CC3)sc2c1,-10%,-13
Cc1cc(C(=O)O)ccc1-n1c(C)cc(C=C2C(=O)c3ccccc3C2=O)c1C,7.2%,·
Cn1c(SCC(N)=O)nnc1C1CCN(S(=O)(=O)c2ccccc2C(F)(F)F)CC1,2.4%,4
COc1c(C)cc(C(=O)C2CCCN(Cc3cccc(C)n3)C2)cc1C (stereo not drawn),3.6%,10
Cc1nnc(N2C(=O)c3oc4ccccc4c(=O)c3C2c2ccco2)s1 (stereo not drawn),3.6%,-4
Cc1ccccc1C(=O)NNC(=O)C1CCCN(c2ncccn2)C1 (stereo not drawn),-0.8%,·
Cc1c(C=O)c2ccccc2n1CC(=O)N1CCc2ccccc2C1,6.1%,·
CC(C)CCNC(=O)C(c1ccco1)N(Cc1ccccc1)C(=O)c1snc(C(N)=O)c1N (stereo not drawn),1.8%,49
O=C1/C(=C\c2ccccc2Cl)SC(=S)N1CCC(=O)N1CCCc2ccccc21,1.0%,-6
Cc1cccc(OCCNc2cc(N3CCN(C)CC3)ccc2[N+](=O)[O-])c1,-6.9%,4
O=C(Cc1ccc2c(c1)OCCO2)N1CCN(S(=O)(=O)c2cccs2)CC1,2.1%,-6
O=C(CN1C(=O)CCC1=O)Nc1ccc(Cc2ccc(NC(=O)CN3C(=O)CCC3=O)cc2)cc1,0.8%,·
CC(C)Oc1ccc(/C=C/C(=O)NCC2COc3ccccc3O2)cc1 (stereo not drawn),4.1%,·
Cn1c(SCc2ccccn2)nnc1-c1cnccn1,13%*,-2
CCOc1ccc(CC2S/C(=N/N=C/c3ccco3)NC2=O)cc1 (stereo not drawn),8.7%,0
CC1CCCCN1C(=O)CSc1nc(-c2ccccc2)cc(=O)[nH]1 (stereo not drawn),-2.1%,7
CCN(CC)S(=O)(=O)c1ccc(S(=O)(=O)N2CCN(C(=O)c3ccco3)CC2)cc1,-5.0%,·
CC(C(=O)NN=C(c1ccccc1)c1ccccc1)N1CCOCC1 (stereo not drawn),-3.6%,3
Cc1ccc(CS(=O)(=O)CCC(=O)O)cc1,-4.0%,-67
NC(=S)N/N=C/c1ccc(C(F)(F)F)cc1,-3.8%,-1
CCCCOC(=O)C1C2C=C[C@]3(CN(CCCOC)C(=O)[C@H]13)O2 (stereo partly drawn),-1.7%,·
Cn1c(SCC(=O)N2CCCC2)nnc1-c1ccc(S(=O)(=O)N2CCCC2)cc1,-1.2%,2
Cc1ccc(C(=O)NCC(=O)N/N=C/c2cccs2)cc1[N+](=O)[O-],-0.7%,-7
O=S(=O)(c1ccc(Oc2ccc(Br)cc2)cc1)N1CCOCC1,4.1%,10
NS(=O)(=O)c1ccc(NC(=O)COC(=O)C2(c3ccc(F)cc3)CCCC2)cc1,3.0%,7
O=c1[nH]c2ccc(N=Cc3c(O)ccc4cc(Br)ccc34)cc2[nH]1,0.0%,-15
Nc1nc(Nc2cccc(Cl)c2)nc(NCc2ccco2)c1[N+](=O)[O-],-1.9%,-15
CCC(Cc1ccccc1)NC(=O)C1CCN(S(=O)(=O)c2c(C)noc2C)CC1 (stereo not drawn),-0.3%,·
# Following part.
SMILES,GlmU inhibition,RmlCD inh 1536
CCOC(=O)CN(C(=O)c1ccccc1)c1ccccc1C,-4.9%,·
Fc1ccc(CNc2nc3ccccc3n3nnnc23)cc1,7.3%,1
O=C(O)c1ccc2c(=O)n(-c3ccc(F)cc3)c(=S)[nH]c2c1,1.1%,7
CCCc1nnc(NC(=O)c2ccc([N+](=O)[O-])cc2)s1,-0.1%,8
Clc1ccc(-c2nnnn2-c2ccc(Cl)cc2)cc1,-2.0%,6
CC1Cc2ccccc2N1C(=O)CSc1nc2c(c(=O)n(C)c(=O)n2C)n1Cc1ccccc1 (stereo not drawn),2.6%,·
CCc1nn(C(C)C(=O)NCCc2ccc(OC)c(OC)c2)c(=O)c2cc3occc3n12 (stereo not drawn),-1.4%,·
COc1cc(N=Nc2cccc(S(N)(=O)=O)c2)c2ccccc2c1N,-4.7%,-10
Cc1cc(C)nc(N2CCC(C(=O)NCc3cccs3)CC2)n1,2.7%,·
O=C(Nc1cc(C(F)(F)F)cc(C(F)(F)F)c1)Nc1cnn(-c2ccc([N+](=O)[O-])cc2)c1C(F)(F)F,1.4%,-3
CN(C)c1ccc(/C=N/NC(=O)CCc2nc3ccccc3[nH]2)cc1,4.8%,-3
CSc1nnc(Cc2cc(=O)[nH]c(=O)[nH]2)n1-c1cc(C)ccc1C,2.8%,35
O=C(COc1ccc(Cl)cc1Cl)N1CCCC1,4.4%,·
Cc1ccc(N2C(=O)CS(=O)(=O)CC2=O)cc1,1.1%,·
COC(=O)c1ccc(NC(=O)CN2CCN(c3cccc(Cl)c3)CC2)cc1,-3.8%,·
CCCCOc1ccc(NC(=O)C(=O)NCCCn2ccnc2)cc1,-2.7%,-3
CCOC(=O)C1(c2nc(N)cs2)COC(=O)C1 (stereo not drawn),4.7%,·
O=C1/C(=C/c2ccccc2)CCC1C1CCCC1 (stereo not drawn),5.3%,4
O=C(NCc1ccccn1)c1ccc(Br)s1,6.5%,14
CC1CN(Cc2nc3c(c(=O)n(C)c(=O)n3C)n2Cc2ccccc2)CC(C)O1 (stereo not drawn),-0.1%,2
CCOc1ccc(S(=O)(=O)n2cc(-c3ccc(F)cc3)c(N)n2)cc1,4.1%,8
CC1CC(C)(C)Nc2ccc(OC(=O)c3ccco3)cc21 (stereo not drawn),0.1%,·
Cc1cccc(-n2c(O)c(/C=C3/C(c4ccccc4)=Nc4ccccc43)c(=O)[nH]c2=O)c1,-1.0%,-4
O=C(N/N=C/c1ccc(-c2cccc([N+](=O)[O-])c2)o1)[C@H]1C[C@@H]1c1ccccc1,1.7%,-4
CC(C)OC(=O)CSc1nc(Cc2cccs2)nc2ccccc12,6.3%,-7
COC(=O)c1ccc(NC(=O)C23CC4CC(C2)CC(n2cnc(Cl)n2)(C4)C3)cc1,1.0%,·
O=C(COC(=O)c1ccc[nH]c1=O)NC1CCCCCC1,0.6%,7
O=C(NCc1ccccn1)C(=O)NN=C1CCCCCCCCCCC1,1.1%,·
COc1ccc(C(=O)/C=C/c2ccc(N3CCCCC3)c([N+](=O)[O-])c2)cc1,-5.1%,-4
C=CCOC(=O)C(C#N)c1nc2ccccc2nc1N1CCCC1 (stereo not drawn),2.7%,-14
CCSc1nnc(NC(=O)C2CC2c2ccccc2)s1 (stereo not drawn),-2.1%,2
COCCN=C1Sc2nc3cc4c(cc3cc2CN1CC1CCCO1)OCO4 (stereo not drawn),-2.5%,-8
COC(=O)C1=C(C)N(c2ccc(Cl)c(Cl)c2)C(=O)C1,-0.2%,·
CC(C)c1nnc(NC(=O)CSc2ncn[nH]2)s1,-2.4%,9
COc1ccccc1NC(=S)NCCSc1ccc(Cl)cc1,-0.2%,0
Cc1cc(C(=O)COc2cccc3cccnc23)c(C)n1C,7.3%,·
CCC(=O)Nc1ccc(-c2nnc(SCC(=O)N3CCCCC3)n2C)cc1,6.2%,·
CC(=O)C1=C(C)NC(=O)NC1c1ccc(Cl)cc1 (stereo not drawn),-1.9%,·
COc1ccccc1Oc1ccc(N/C=C/C(=O)C(C)(C)C)cc1,0.8%,·
COc1ccc(N(Cc2cc3ccc(C)cc3[nH]c2=O)C(C)=O)cc1,3.2%,·
O=C(CCC1N=C2c3ccccc3N=C(SCc3ccc(Cl)cc3)N2C1=O)NCc1ccco1 (stereo not drawn),-4.1%,5
COc1ccc(CN(C)CC(=O)NC(=O)NCc2ccccc2)cc1OC,0.1%,·
CCc1ccc[n+](-c2nc([O-])sc2C=O)c1,1.6%,-9
CCn1c(SCC(=O)C(C)(C)C)nnc1-c1ccccc1OC,-1.4%,·
CCOC(=O)c1oc2ccccc2c1NC(=O)CCl,6.1%,5

# A portion from further up:
SMILES,GlmU inhibition,RmlCD inh 1536
COc1ccc(C(=O)/C=C/c2ccc(N3CCCCC3)c([N+](=O)[O-])c2)cc1,-5.1%,-4
C=CCOC(=O)C(C#N)c1nc2ccccc2nc1N1CCCC1 (stereo not drawn),2.7%,-14
CCSc1nnc(NC(=O)C2CC2c2ccccc2)s1 (stereo not drawn),-2.1%,2
COCCN=C1Sc2nc3cc4c(cc3cc2CN1CC1CCCO1)OCO4 (stereo not drawn),-2.5%,-8
COC(=O)C1=C(C)N(c2ccc(Cl)c(Cl)c2)C(=O)C1,-0.2%,·
CC(C)c1nnc(NC(=O)CSc2ncn[nH]2)s1,-2.4%,9
COc1ccccc1NC(=S)NCCSc1ccc(Cl)cc1,-0.2%,0
Cc1cc(C(=O)COc2cccc3cccnc23)c(C)n1C,7.3%,·
CCC(=O)Nc1ccc(-c2nnc(SCC(=O)N3CCCCC3)n2C)cc1,6.2%,·
CC(=O)C1=C(C)NC(=O)NC1c1ccc(Cl)cc1 (stereo not drawn),-1.9%,·
COc1ccccc1Oc1ccc(N/C=C/C(=O)C(C)(C)C)cc1,0.8%,·
COc1ccc(N(Cc2cc3ccc(C)cc3[nH]c2=O)C(C)=O)cc1,3.2%,·
O=C(CCC1N=C2c3ccccc3N=C(SCc3ccc(Cl)cc3)N2C1=O)NCc1ccco1 (stereo not drawn),-4.1%,5
COc1ccc(CN(C)CC(=O)NC(=O)NCc2ccccc2)cc1OC,0.1%,·
CCc1ccc[n+](-c2nc([O-])sc2C=O)c1,1.6%,-9
CCn1c(SCC(=O)C(C)(C)C)nnc1-c1ccccc1OC,-1.4%,·
CCOC(=O)c1oc2ccccc2c1NC(=O)CCl,6.1%,5

# Additional structures
SMILES,GlmU inhibition,RmlCD inh 1536
CC1SC(=NC(=O)C(C)N2C(=O)c3ccccc3C2=O)NC1=O (stereo not drawn),-7.4%,·
Cc1c(C(=O)OCC(=O)N(C)C2CCS(=O)(=O)C2)oc2ccc(Br)cc12 (stereo not drawn),-3.0%,9
Cc1ccc2nc3c(cc(C(=O)NC4CCCC4)c(=N)n3CCCn3ccnc3)c(=O)n2c1,0.1%,-12
Cn1cccc1/C=C1/SC(=O)N(CC(=O)N2CCCC2)C1=O,7.1%,5
CCOc1cc(N2CCOCC2)c(OCC)cc1NC(=O)c1ccc(C)cc1,2.9%,-10
CCC1(C)Cc2nc3sc(C(=O)O)c(N)c3cc2CO1 (stereo not drawn),2.4%,-2
CC(Oc1ccc(C(=O)NCCc2ccccc2)cc1)C(=O)O (stereo not drawn),3.5%,1
O=C(Cn1cnc2c(cnn2-c2ccc(Cl)cc2)c1=O)NCC1CCCO1 (stereo not drawn),2.6%,·
CCOc1ccc(-n2c(C)nc(O)c2N=Nc2ccccc2)cc1,-5.6%,6
CSc1nc(C)c2c(c1C#N)CCCC2,-3.0%,·
Cc1ccc(O)c(C(=O)c2cnn(-c3ccccc3)c2)c1,0.8%,12
CCn1cc(C(=O)NCCCOC(C)C)c2cc(OC)c(OC)cc2c1=O,-5.2%,·
